Assay outcomes (PubChem)
NS3 helicase inh: inhibitors of HCV NS3 helicase, primary screen, biochemical, Cy5 molecular beacon fluorescence; Hepatitis C virus NS3 helicase; NS3 helicase DNA unwinding; inhibition, % at 10.9 µM; 290,000 compounds, 0.56% hits; AID 1800, 2009;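 active = inhibition above the mean of all tested compounds plus 3 SD, set per campaign, cut at about 35% in these data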;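 note: 0% = DMSO wells and 100% = thioflavine S control wells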
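Compound dosing – single dose, 10.9 µM nominal final, DMSO 0.8% final · System – NS3 helicase fragment of HCV · Buffer or medium – MOPS pH 6.5, MgCl2, DTT, Tween20, BSA · Signal – Cy5 beacon fluorescence read at start and 1 h · Also added – annealed dual-labelled DNA beacon duplex, ATP-started · Schedule – 1 h at 25 °C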
MEKK3 PB1 HTS: modulators of MEKK3-MEK5 PB1 binding, primary screen, biochemical, wildtype MEKK3, multiplex bead flow cytometry, Alexa488-MEK5; binding response (% of control), % at 10 µM; bead-based flow cytometry, Alexa488-MEK5 binding to MEKK3; actives lie on both sides; 0 = blocked by unlabeled MEK5, 100 = vehicle; AID 1529, 2009; 290,000 compounds, 1.4% hits;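 active = binding response more than 3 SD above or below the average of its plate-row segment, actives on both sides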;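 note: Alexa488 bead fluorescence after subtracting the streptavidin-only scavenger bead signal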
Target sequence (Q99759 whole entry, looked up): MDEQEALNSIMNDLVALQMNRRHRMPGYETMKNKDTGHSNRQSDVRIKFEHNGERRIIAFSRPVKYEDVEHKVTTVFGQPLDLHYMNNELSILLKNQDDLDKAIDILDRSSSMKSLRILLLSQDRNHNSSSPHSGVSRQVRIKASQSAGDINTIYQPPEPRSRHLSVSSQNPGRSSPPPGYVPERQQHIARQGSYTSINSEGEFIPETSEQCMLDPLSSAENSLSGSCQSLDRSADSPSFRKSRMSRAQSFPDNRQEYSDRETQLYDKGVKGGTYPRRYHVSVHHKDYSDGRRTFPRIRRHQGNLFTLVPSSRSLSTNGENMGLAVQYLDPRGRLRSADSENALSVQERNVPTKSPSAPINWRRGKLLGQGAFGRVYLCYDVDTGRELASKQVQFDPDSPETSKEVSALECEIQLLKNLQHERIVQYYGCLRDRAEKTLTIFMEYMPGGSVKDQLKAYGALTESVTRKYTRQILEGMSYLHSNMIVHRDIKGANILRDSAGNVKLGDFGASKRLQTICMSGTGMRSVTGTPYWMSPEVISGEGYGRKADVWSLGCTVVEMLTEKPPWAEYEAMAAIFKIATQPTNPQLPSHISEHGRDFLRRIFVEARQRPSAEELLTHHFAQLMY
SUMO HTRF inh: inhibitors of in vitro SUMOylation cascade, primary screen, biochemical, HTRF, uHTS. SUMO-conjugating enzyme UBC9 (Homo sapiens), P63279. HTRF SUMOylation assay, SAE1/SAE2 + UBC9. inhibition, % at 35 µM. 290,000 compounds, 0.36% hits. AID 2006, 2009; in the data active = inhibition above about 50%, passing the limit was not always enough; note: strong numbers were not always called active
Target sequence (P63279 whole entry, looked up): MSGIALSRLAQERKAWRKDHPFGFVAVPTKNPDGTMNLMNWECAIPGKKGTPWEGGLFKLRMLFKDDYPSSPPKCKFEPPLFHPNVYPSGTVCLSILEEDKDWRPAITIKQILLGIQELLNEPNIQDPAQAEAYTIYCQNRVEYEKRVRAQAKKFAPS
GalR3 antagonist: GalR3 antagonists in HEK293 cells, primary screen, cell-based, fluorescence readout; Galanin receptor type 3 (Homo sapiens), O60755; HEK293 GalR3-CNG cAMP membrane potential fluorescence; galR3 body fused to GalR1 C-terminus; inhibition, % at 3 µM; 360,000 compounds, 0.44% hits; AID 651719, 2012;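 active = inhibition above the screen-wide average plus 3 SD, cut at about 13% in these data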;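 note: forskolin and galanin both at EC90 stimulate the cells; cAMP rise reported by CNG channel membrane potential dye signal; 0% = forskolin plus galanin with DMSO and 100% = forskolin alone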
Target sequence (O60755 1-299 limits assumed): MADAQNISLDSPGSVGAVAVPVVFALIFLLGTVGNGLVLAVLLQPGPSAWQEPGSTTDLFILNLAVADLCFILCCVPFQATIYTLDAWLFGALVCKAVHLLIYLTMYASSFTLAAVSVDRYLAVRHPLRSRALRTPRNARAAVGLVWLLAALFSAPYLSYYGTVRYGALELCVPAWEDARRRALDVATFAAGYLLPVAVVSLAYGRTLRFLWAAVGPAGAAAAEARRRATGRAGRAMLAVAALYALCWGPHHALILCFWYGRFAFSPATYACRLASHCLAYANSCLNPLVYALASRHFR
CRFBP-R2 agonist: agonists of CRF-BP/CRF-R2 complex, primary screen, cell-based, HEK293, calcium dye fluorescence, uHTS | CRF-binding protein / CRF receptor 2 complex (human) | calcium dye fluorescence (FLIPR); percent of saturating CRF peptide response | activation, % at 13.2 µM | 350,000 compounds, 0.46% hits | AID 588473, 2011;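 active = activation of at least 50%, plus an integration ratio under a set limit after plate pattern correction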;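 note: plate controls were neutral control wells without compound for no effect and CRF at EC100 for full effect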
CRFBP-R2 block: antagonists of CRF-BP/CRF-R2 complex, primary screen, cell-based, HEK293, calcium dye fluorescence, uHTS. 350,000 compounds, 0.59% hits. inhibition, % at 11.8 µM. CRF-induced calcium fluorescence;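 active = inhibition of the ligand-induced calcium signal above about 50% at the single tested concentration, limit read from the data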
MEKK2 mut-MEK5: MEK5 binding signal on mutant MEKK2 PB1, primary screen, biochemical, multiplex bead flow cytometry, Alexa488-MEK5 | Alexa488-MEK5 binding to MEKK2 mutant | percent response, % at 10 µM | 290,000 compounds, 0.35% hits | AID 1530, 2009; in the data active = percent response above about 24%, passing the limit was not always enough; note: inactives centre near 1; some results filed as inactive read as strong as hits
MEKK2wt PB1 HTS: modulators of MEK5 binding to wildtype MEKK2, primary screen, biochemical, multiplex bead flow cytometry, Alexa488-MEK5 | Alexa488-MEK5 binding to MEKK2 WT; actives lie on both sides | AID 1531, 2009 | binding response (% of control), % at 10 µM | 290,000 compounds, 1.1% hits; in the data active = binding response below about 67% or above about 130%
FID counter: compounds displacing fluorescent DNA intercalator, primary screen, artefact control for HCV NS3 helicase inhibitor project, biochemical, FID fluorescence. DNA fluorescent intercalator displacement. inhibition, % at 7.9 µM. 290,000 compounds, 0.17% hits. AID 1845, 2009; in the data active = inhibition above about 37%;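 note: 0% = vehicle and 100% = reference compound; higher means more ethidium bromide displaced from hairpin DNA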
Starred values were filed as active, the others as inactive. Only part of the results is shown; rates above refer to the full screens.

Start of the data: the first two entries, ahead of the listing:
CCn1c(Cc2ccccc2)nnc1SCC(=O)Nc1cc(C)on1 was read as NS3 helicase inh -7, MEKK3 PB1 HTS 101, SUMO HTRF inh -27, CRFBP-R2 agonist -1.8, CRFBP-R2 block -5, MEKK2 mut-MEK5 3, MEKK2wt PB1 HTS 103 and FID counter -11.
`O=C(NCC1CCCC(CNC(=O)N2CCc3ccccc32)C1)N1CCc2ccccc21` (centres undefined) gave NS3 helicase inh -2, MEKK3 PB1 HTS 103, SUMO HTRF inh -5, GalR3 antagonist -2, CRFBP-R2 agonist -0.3, CRFBP-R2 block 7, MEKK2 mut-MEK5 7, MEKK2wt PB1 HTS 103 and FID counter -32.

The listing, from the start:
CCn1c(Cc2ccccc2)nnc1SCC(=O)Nc1cc(C)on1 was read as NS3 helicase inh -7, MEKK3 PB1 HTS 101, SUMO HTRF inh -27, CRFBP-R2 agonist -1.8, CRFBP-R2 block -5, MEKK2 mut-MEK5 3, MEKK2wt PB1 HTS 103 and FID counter -11.
`O=C(NCC1CCCC(CNC(=O)N2CCc3ccccc32)C1)N1CCc2ccccc21` (centres undefined) gave NS3 helicase inh -2, MEKK3 PB1 HTS 103, SUMO HTRF inh -5, GalR3 antagonist -2, CRFBP-R2 agonist -0.3, CRFBP-R2 block 7, MEKK2 mut-MEK5 7, MEKK2wt PB1 HTS 103 and FID counter -32.
Fc1ccccc1Nc1ncnc2c1nnn2Cc1ccccc1 was read as NS3 helicase inh 7, MEKK3 PB1 HTS 102, SUMO HTRF inh 17, GalR3 antagonist -15, CRFBP-R2 agonist -2.3, CRFBP-R2 block -8, MEKK2 mut-MEK5 3, MEKK2wt PB1 HTS 103 and FID counter -2.
COc1cc(OC)c(NC(=O)c2ccc(Br)o2)cc1Cl was read as NS3 helicase inh -6, MEKK3 PB1 HTS 101, SUMO HTRF inh -10, GalR3 antagonist -1, CRFBP-R2 agonist -2.6, CRFBP-R2 block 16, MEKK2 mut-MEK5 0, MEKK2wt PB1 HTS 102 and FID counter 0.
Screening COc1cc(C(=O)Nc2nc(-c3ccc(C)cc3)cs2)ccc1OCC(=O)N1CCOCC1 returned NS3 helicase inh 1, MEKK3 PB1 HTS 94, SUMO HTRF inh -22, GalR3 antagonist -3, CRFBP-R2 agonist -0.2, CRFBP-R2 block -32, MEKK2 mut-MEK5 -2, MEKK2wt PB1 HTS 92 and FID counter -14.
O=C(CCC(=O)NNC(=O)COc1ccc(Br)cc1Br)NCc1ccccc1 was read as NS3 helicase inh -3, MEKK3 PB1 HTS 100, SUMO HTRF inh 36, GalR3 antagonist -3, CRFBP-R2 agonist -0.2, CRFBP-R2 block -5, MEKK2 mut-MEK5 -9, MEKK2wt PB1 HTS 94 and FID counter 2.
Screening COc1cccc(NC(=O)C2C(c3ccccc3)C2(Cl)Cl)c1 (centres undefined) returned NS3 helicase inh -1, MEKK3 PB1 HTS 102, SUMO HTRF inh -4, GalR3 antagonist -10, CRFBP-R2 agonist 5.2, CRFBP-R2 block 8, MEKK2 mut-MEK5 4, MEKK2wt PB1 HTS 99 and FID counter -7.
`CCOC(=O)c1ccc(NC(=O)CCOc2ccc(OC)cc2)cc1` gave NS3 helicase inh -4, MEKK3 PB1 HTS 96, SUMO HTRF inh 7, GalR3 antagonist 3, CRFBP-R2 agonist -0.4, CRFBP-R2 block 24, MEKK2 mut-MEK5 -8, MEKK2wt PB1 HTS 95 and FID counter -16.
`C/C(=N\NC(=O)Cc1ccc(O)cc1)c1cccnc1` gave NS3 helicase inh 4, MEKK3 PB1 HTS 96, SUMO HTRF inh 12, GalR3 antagonist -3, CRFBP-R2 agonist 2.5, CRFBP-R2 block 0, MEKK2 mut-MEK5 -3, MEKK2wt PB1 HTS 93 and FID counter -14.
For Cc1cccc(C)c1NC(=S)N/N=C/c1ccc(C(=O)O)cc1 the results were NS3 helicase inh 23, MEKK3 PB1 HTS 102, SUMO HTRF inh -1, GalR3 antagonist -7, CRFBP-R2 agonist -0.6, CRFBP-R2 block 4, MEKK2 mut-MEK5 4, MEKK2wt PB1 HTS 101 and FID counter -12.
Screening CC(C)NC(=O)CCCC(=O)NC(C)C returned NS3 helicase inh 1, MEKK3 PB1 HTS 105, SUMO HTRF inh -2, GalR3 antagonist -4, CRFBP-R2 agonist -0.3, CRFBP-R2 block 5, MEKK2 mut-MEK5 2, MEKK2wt PB1 HTS 109 and FID counter -1.
`O=C(CNC(=S)NC(=O)c1ccccc1Br)c1ccccc1` gave NS3 helicase inh 11, MEKK3 PB1 HTS 104, SUMO HTRF inh -5, GalR3 antagonist -4, CRFBP-R2 agonist 2.0, CRFBP-R2 block -40, MEKK2 mut-MEK5 6, MEKK2wt PB1 HTS 103 and FID counter -9.
For CCCCN1C(N)=NC[C@@H]1Cc1ccccc1 the results were MEKK3 PB1 HTS 101, GalR3 antagonist 3, CRFBP-R2 agonist -0.3, CRFBP-R2 block -1, MEKK2 mut-MEK5 4 and MEKK2wt PB1 HTS 100.
O=C(CCc1ccccc1)OCC(=O)c1ccc(Br)cc1 was read as NS3 helicase inh -2, MEKK3 PB1 HTS 103, SUMO HTRF inh 4, GalR3 antagonist -4, CRFBP-R2 agonist -2.9, CRFBP-R2 block 25, MEKK2 mut-MEK5 0, MEKK2wt PB1 HTS 105 and FID counter -1.
CC12CCC3C(CCC4N(CCO)CCC34C)C1CCC2O (centres undefined) was read as NS3 helicase inh 4, MEKK3 PB1 HTS 102, SUMO HTRF inh -5, GalR3 antagonist -8, CRFBP-R2 agonist 1.6, CRFBP-R2 block -10, MEKK2 mut-MEK5 1, MEKK2wt PB1 HTS 107 and FID counter 1.
Screening O=C(Nc1ncc([N+](=O)[O-])s1)c1cccc([N+](=O)[O-])c1 returned NS3 helicase inh 6, MEKK3 PB1 HTS 95, SUMO HTRF inh 10, GalR3 antagonist -8, CRFBP-R2 agonist 66*, CRFBP-R2 block 70*, MEKK2 mut-MEK5 1, MEKK2wt PB1 HTS 99 and FID counter 0.
`Cc1ccccc1OCc1nnc(SCC(=O)NCc2ccco2)n1C` gave NS3 helicase inh 5, MEKK3 PB1 HTS 99, SUMO HTRF inh 18, GalR3 antagonist -6, CRFBP-R2 agonist 0.2, CRFBP-R2 block 4, MEKK2 mut-MEK5 0, MEKK2wt PB1 HTS 100 and FID counter -16.
`CC(Oc1ccccc1)c1ccn[nH]1` (centres undefined) gave NS3 helicase inh 11, MEKK3 PB1 HTS 99, SUMO HTRF inh 27, GalR3 antagonist 4, CRFBP-R2 agonist 1.2, CRFBP-R2 block 7, MEKK2 mut-MEK5 -5, MEKK2wt PB1 HTS 99 and FID counter 1.
Screening CCOc1ccc(NC(=O)CN(C)C(=O)c2ccc(N3CCOCC3)c([N+](=O)[O-])c2)cc1OCC returned NS3 helicase inh 0, MEKK3 PB1 HTS 93, SUMO HTRF inh -6, GalR3 antagonist 0, CRFBP-R2 agonist -0.2, CRFBP-R2 block -11, MEKK2 mut-MEK5 1, MEKK2wt PB1 HTS 96 and FID counter -30.
Screening Cc1ccc(Nc2nc(CSc3nnc(-c4ccncc4)n3C)cs2)cc1 returned NS3 helicase inh 0, MEKK3 PB1 HTS 97, SUMO HTRF inh 6, GalR3 antagonist -10, CRFBP-R2 agonist -3.3, CRFBP-R2 block -14, MEKK2 mut-MEK5 1, MEKK2wt PB1 HTS 101 and FID counter -18.
O=C(NC1CCCCC1)C(=S)NCc1ccccc1 was read as NS3 helicase inh -1, MEKK3 PB1 HTS 94, SUMO HTRF inh 2, GalR3 antagonist -5, CRFBP-R2 agonist -0.1, CRFBP-R2 block -9, MEKK2 mut-MEK5 -3, MEKK2wt PB1 HTS 85 and FID counter -15.
For COCCNC(=O)c1cc2c(=O)n3cccc(C)c3nc2n(Cc2ccncc2)c1=N the results were NS3 helicase inh 2, MEKK3 PB1 HTS 97, SUMO HTRF inh 26, GalR3 antagonist -3, CRFBP-R2 agonist 1.5, CRFBP-R2 block -2, MEKK2 mut-MEK5 -5, MEKK2wt PB1 HTS 98 and FID counter 0.
`Cc1oc(C)c(S(=O)(=O)NCc2cccs2)c1C(=O)O` gave NS3 helicase inh -5, MEKK3 PB1 HTS 106, SUMO HTRF inh 12, GalR3 antagonist -6, CRFBP-R2 agonist 1.6, CRFBP-R2 block -12, MEKK2 mut-MEK5 3, MEKK2wt PB1 HTS 102 and FID counter -7.
`O=C(/C=C/c1ccc(Br)cc1)NC(=O)c1ccccc1O` gave NS3 helicase inh 8, MEKK3 PB1 HTS 98, SUMO HTRF inh 17, GalR3 antagonist 0, CRFBP-R2 agonist 19, CRFBP-R2 block 45, MEKK2 mut-MEK5 -2, MEKK2wt PB1 HTS 89 and FID counter 2.
`COc1ccccc1N(CC(=O)NCCSCc1cccc(C)c1)S(=O)(=O)c1ccccc1` gave NS3 helicase inh -17, MEKK3 PB1 HTS 106, SUMO HTRF inh -5, GalR3 antagonist -2, CRFBP-R2 agonist 2.5, CRFBP-R2 block 8, MEKK2 mut-MEK5 5, MEKK2wt PB1 HTS 104 and FID counter -51.
O=C(NC(=O)c1c(F)cccc1F)O/N=C1\CCCc2occc21 was read as NS3 helicase inh 3, MEKK3 PB1 HTS 98, SUMO HTRF inh -9, GalR3 antagonist -1, CRFBP-R2 agonist 0.8, CRFBP-R2 block 7, MEKK2 mut-MEK5 -4, MEKK2wt PB1 HTS 95 and FID counter 0.
`C=CCNC(=O)CCCOc1ccc(C)cc1` gave NS3 helicase inh 1, MEKK3 PB1 HTS 102, SUMO HTRF inh 17, GalR3 antagonist 0, CRFBP-R2 agonist -0.6, CRFBP-R2 block -8, MEKK2 mut-MEK5 2, MEKK2wt PB1 HTS 106 and FID counter -7.
Cc1cc(=O)oc(C)c1C(=O)NCc1ccccn1 was read as NS3 helicase inh -6, MEKK3 PB1 HTS 100, SUMO HTRF inh -4, GalR3 antagonist -1, CRFBP-R2 agonist 2.1, CRFBP-R2 block -7, MEKK2 mut-MEK5 7, MEKK2wt PB1 HTS 105 and FID counter 0.
Screening CCOC(=O)C1=C(CN2CCCCC2)NC(=O)NC1c1cc(C)ccc1C (centres undefined) returned NS3 helicase inh 0, MEKK3 PB1 HTS 105, SUMO HTRF inh -10, GalR3 antagonist -3, CRFBP-R2 agonist -1.9, CRFBP-R2 block -38, MEKK2 mut-MEK5 4, MEKK2wt PB1 HTS 104 and FID counter -2.
For CC12CCC(C(=O)Nc3cccc(Cl)c3Cl)([C@H](Br)C1=O)C2(C)C (some centres undefined) the results were NS3 helicase inh -1, MEKK3 PB1 HTS 115, SUMO HTRF inh -6, GalR3 antagonist -4, CRFBP-R2 agonist -2.9, CRFBP-R2 block -10, MEKK2 mut-MEK5 16, MEKK2wt PB1 HTS 112 and FID counter -15.
Screening Cc1cc(N2CCOCC2)n2ncc(-c3ccc(Cl)cc3)c2n1 returned NS3 helicase inh -3, MEKK3 PB1 HTS 96, SUMO HTRF inh 18, GalR3 antagonist -1, CRFBP-R2 agonist 0.0, CRFBP-R2 block 3, MEKK2 mut-MEK5 -7, MEKK2wt PB1 HTS 96 and FID counter -4.
